# Assay outcomes (PubChem BioAssay)
# AGP1 TOR yeast = alters AGP1-GFP fluorescence in TOR pathway yeast screen | S. cerevisiae AGP1-GFP multiplex flow cytometry, 3 h; GFP as percent of DMSO wells | GFP response vs DMSO, % at 10 µM | hit rate 0.02% among 320,000;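 active = GFP response relative to DMSO above a set limit, near screen average plus 3 SD, cut at about 150% in these data; inconclusive = fewer than 70 cells counted for the yeast strain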;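 note: median GFP channel fluorescence of the gated AGP1 strain per well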
# MCL1-BIM inh = inhibitors of human MCL1 binding to BIM-BH3 peptide; Q07820; GST-MCL1 / FITC-Bim-BH3 fluorescence polarization; inhibition, % at 10.9 µM; hit rate 0.68% among 320,000;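 active = inhibition above the mean inhibition of all tested compounds plus 3 SD, set per campaign, cut at about 40% in these data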;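 note: 0% = DMSO wells and 100% = unlabeled Bim-BH3 peptide control; higher means more loss of mP so more displacement of Bim peptide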
# Target sequence (Q07820 whole entry, looked up): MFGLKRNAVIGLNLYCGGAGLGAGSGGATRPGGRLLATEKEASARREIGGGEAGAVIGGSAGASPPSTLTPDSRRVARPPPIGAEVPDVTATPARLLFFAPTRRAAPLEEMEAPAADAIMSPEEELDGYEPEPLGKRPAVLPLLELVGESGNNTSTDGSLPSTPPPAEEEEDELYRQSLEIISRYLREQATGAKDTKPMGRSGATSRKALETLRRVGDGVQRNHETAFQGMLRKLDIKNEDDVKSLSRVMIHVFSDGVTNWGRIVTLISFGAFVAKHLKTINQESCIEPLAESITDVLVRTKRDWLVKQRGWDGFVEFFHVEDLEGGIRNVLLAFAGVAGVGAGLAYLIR
# CIT2-GFP yeast = yeast TOR pathway CIT2-GFP modulation. S. cerevisiae CIT2-GFP strain, flow cytometry, 3 h; 100 means same as DMSO wells. GFP response vs DMSO, % at 10 µM. hit rate 0.065% among 320,000;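 active = GFP response relative to DMSO above a set limit, near the screen mean plus 3 SD, cut at about 150% in these data; inconclusive = Fewer than 70 cells measured for a yeast strain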;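 note: ratio of well median GFP fluorescence to mean of DMSO wells on the plate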
# Yeast superoxide = lowers age-related superoxide in aged yeast cells; S. cerevisiae aged cells, superoxide DHE fluorescence; hits give low values; superoxide response (% of plate mean), % at 10 µM; AID 2690; hit rate 0.18% among 330,000;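 active = superoxide response under a set limit, about three screen SD below normal, cut at about 65% in these data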;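 note: yeast aged for seven days with compound at 30 °C before DHE staining; 100% = average MFI of all compound-treated wells on the plate with controls excluded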
# GLD-1 TGE inh = GLD-1-TGE RNA interaction inhibition (C. elegans); AID 2280; purified GLD-1 + fluorescein TGE RNA, fluorescence polarization; hit rate 0.44% among 320,000; inhibition, % at 5.96 µM; Q17339;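 active = percent inhibition above a per-plate cutoff, the plate mean of test compounds plus 3 SD, cut at about 30% in these data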;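 note: 0% = DMSO wells with GLD-1 and probe and 100% = wells lacking GLD-1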
# Target sequence (Q17339 whole entry, looked up): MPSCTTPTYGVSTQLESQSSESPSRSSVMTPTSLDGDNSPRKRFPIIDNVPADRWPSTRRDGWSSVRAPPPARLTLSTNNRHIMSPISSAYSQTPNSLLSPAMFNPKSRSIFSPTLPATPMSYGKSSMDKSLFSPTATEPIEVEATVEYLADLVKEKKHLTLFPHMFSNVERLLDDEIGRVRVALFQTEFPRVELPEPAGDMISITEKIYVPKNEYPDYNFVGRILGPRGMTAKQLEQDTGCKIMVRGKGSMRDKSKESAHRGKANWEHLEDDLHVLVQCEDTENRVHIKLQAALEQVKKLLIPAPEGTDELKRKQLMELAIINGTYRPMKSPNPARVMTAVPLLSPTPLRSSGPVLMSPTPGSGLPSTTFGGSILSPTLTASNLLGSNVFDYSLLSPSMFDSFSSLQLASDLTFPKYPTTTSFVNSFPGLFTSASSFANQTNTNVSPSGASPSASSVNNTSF
# Bcl-xL primary = inhibitors of human Bcl-xL; Q07817; GST-Bcl-xL / FITC-Bim BH3 peptide fluorescence polarization; inhibition, % at 10.9 µM; hit rate 0.7% among 320,000;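 active = inhibition above the mean of all tested compounds plus 3 SD, cutoff set per campaign, cut at about 30% in these data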;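 note: 0% = DMSO wells and 100% = unlabeled Bim-BH3 peptide competitor; inhibitors lower millipolarization by displacing the labeled peptide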
# Target sequence (Q07817 whole entry, looked up): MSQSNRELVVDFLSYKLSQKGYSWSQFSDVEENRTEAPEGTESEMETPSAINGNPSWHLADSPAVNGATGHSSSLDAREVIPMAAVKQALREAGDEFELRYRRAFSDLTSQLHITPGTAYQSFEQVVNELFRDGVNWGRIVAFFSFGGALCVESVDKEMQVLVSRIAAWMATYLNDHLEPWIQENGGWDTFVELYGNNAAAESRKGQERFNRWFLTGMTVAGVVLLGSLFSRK
# VLA-4 inh = inhibition in a human VLA-4 binding assay; hit rate 0.2% among 330,000; VLA-4 expressing cells, ligand binding flow cytometry; AID 2557; inhibition, % (about 7 µM as worked out from the volumes in the protocol); P13612; in the data active = inhibition above about 50%
# MEX-5 binding = C. elegans MEX-5 TCR-2 RNA binding activity. MEX-5/FITC-TCR2 RNA binding, fluorescence polarization; hits give low values. activity score (negative = inhibition of binding), % at 10 µM. hit rate 0.38% among 300,000. AID 1832. Q9XUB2;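 active = inhibition past about -25% in most replicates, and total fluorescence under double the plate's negative control median, limit read from the data; inconclusive = replicates evenly split on the limit, or fluorescence at least double controls; inactive = too little inhibition in most replicates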;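 note: 0% = DMSO and -100% = 5 µM competing unlabeled TCR2 RNA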
# GRK2 aptamer HTS = inhibitors of human GRK2 displacing RNA aptamer; hit rate 0.59% among 330,000; bead flow cytometry, FAM-aptamer displacement from GRK2; inhibition of aptamer binding, % at 10 µM; P25098;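 active = inhibition of aptamer binding above 40%, roughly 3 SD of noise, on plates passing a quality check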;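 note: median bead fluorescence of bound FAM aptamer so fluorescent compounds give negative values; no value below 0 was filed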
# * = called active by the depositor; ? = inconclusive; nt = not tested or not shown. This is a random part of the collection, and some 2.1% of all compounds hit somewhere here.
SMILES,AGP1 TOR yeast,MCL1-BIM inh,CIT2-GFP yeast,Yeast superoxide,GLD-1 TGE inh,Bcl-xL primary,VLA-4 inh,MEX-5 binding,GRK2 aptamer HTS
CC1C(C)C(O)(c2ccccc2)CCN1C (centres undefined),103,3,104,88,5,2,-2,0.5,0
CC1CCN(C(=O)CNC(=O)Cc2ccccc2)CC1,103,4,98,78,-2,9,11,-0.1,0
Cc1ccc(S(=O)(=O)N2CCN(CCc3ccccc3)CC2)c(C)c1,102,2,104,106,5,-2,11,-3.0,0
CC(NC(=O)CN(Cc1ccccc1)S(=O)(=O)c1ccccc1)c1cccnc1 (centres undefined),98,7,96,100,2,4,6,nt,0
CC1(C(=O)Nc2ccc3ccccc3c2)CC1(Br)Br (centres undefined),100,5,96,81,3,0,-2,-1.1,1
Cc1ccccc1NC(=O)c1c(C)cc(=O)oc1C,102,8,101,90,8,-1,8,2.9,0
CCN(C(=O)COC(=O)Cn1c(C)csc1=O)c1c(N)n(Cc2ccccc2)c(=O)[nH]c1=O,104,0,101,96,0,1,4,-1.4,2
COc1ccccc1NCC(=O)c1ccc(C)c(C)c1,99,-1,93,111,8,0,-1,2.3,1
O=C(N/N=C/c1cccnc1)c1ccccc1OCc1ccc(Br)cc1,101,10,107,90,0,4,-3,-0.5,0
COCCNC(=O)c1cnn2c1NC(c1ccco1)CC2C(F)(F)F (centres undefined),107,12,106,97,12,6,-10,0.4,0
O=C(O)C1CCCCC1C(=O)Nc1cccc(Br)c1 (centres undefined),106,11,97,98,2,9,39,nt,86*
O=C(Nc1ccc(F)cc1F)c1cc(=O)n(-c2ccccc2)c(=O)[nH]1,102,7,99,85,0,4,2,-1.0,4
Cc1ccc([C@@H]2CC=C(C(=O)O)[C@H](c3ccccc3)N2S(=O)(=O)c2ccccc2C)cc1,97,nt,96,86,3,nt,-7,nt,0
CCOC(=O)c1ccccc1NC(=O)COC(=O)CCC1CCCC1,109,-1,94,90,5,0,-6,nt,0
NC(=O)[C@@H]1CCCCNc2c(F)cc([N+](=O)[O-])cc2C(=O)N[C@@H](CCCN=C(N)N)C(=O)NCC(=O)N1,95,-5,93,103,-4,3,19,-0.7,0
CC(C)(C)C(=O)n1nc(-c2ccccc2)oc1=O,86,-6,88,100,1,-3,0,-1.8,3
CN(C)C1=NC[C@H](Cc2ccccc2)N1CC1CCCCCC1,99,4,97,98,6,3,7,nt,0
CCN(CC)S(=O)(=O)c1ccc(N2CCOCC2)c(NC(=O)C23CC4CC(CC(Cl)(C4)C2)C3)c1,98,-5,103,106,4,2,8,3.1,2
CC(C)NC(=O)N(C)C[C@@H]1Oc2c(NC(=O)Nc3ccccc3)cccc2C(=O)N([C@H](C)CO)C[C@H]1C,95,nt,91,106,4,nt,-12,nt,0
O=C(Oc1c(-c2ccccc2)c(=O)n2c3c(cccc13)CC2)c1ccc(F)cc1,92,2,89,125,-4,-3,-2,0.0,2
O=C1/C(=C\c2ccc(O)cc2)SC(=S)N1Cc1ccccc1,97,-28,102,103,-42,-21,-220,21,6
COc1ccc(C(=O)NCc2nnc(SCC(=O)NCc3ccc(F)cc3)o2)cc1,95,0,92,90,-6,4,9,0.1,0
CCCOc1ccc(C2=CSC3=NCCN23)cc1[N+](=O)[O-],101,8,101,92,6,0,-3,-8.2,3
Cc1cccc(OCC(=O)NCc2ccncc2)c1C,97,-3,94,102,9,-1,7,0.7,0
O=C(CN(CC1CCCO1)C(=O)CNS(=O)(=O)c1ccc(F)cc1)NCc1ccco1 (centres undefined),101,-5,93,114,-4,1,-9,1.1,1
COc1ccc(N2CC(=O)N(c3ccc(OC)c(OC)c3)CC2=O)cc1OC,102,1,104,99,9,3,20,-0.7,0
CCN1C(=O)CC(N2CCN(c3cccc(OC)c3)CC2)C1=O (centres undefined),93,3,95,97,9,5,-9,-3.0,0
O=C(NCCN1CCCc2ccccc21)C1CCC(=O)N(CCc2ccccc2)C1 (centres undefined),98,21,98,102,10,22,-2,-3.1,3
COc1ccc(OC)c(NC(=O)CSc2sc3c(O)cc(=O)[nH]c3c2C#N)c1,104,27,100,93,3,14,9,0.6,5
CC(=O)N1CCc2c(sc(NC(=O)C3CC3)c2-c2nc3ccccc3s2)C1,95,12,90,102,10,17,-35,2.1,1

# Record cards, as listed above. Screens in order: AGP1 TOR yeast, MCL1-BIM inh, CIT2-GFP yeast, Yeast superoxide, GLD-1 TGE inh, Bcl-xL primary, VLA-4 inh, MEX-5 binding, GRK2 aptamer HTS
# `O=C(CN(CC1CCCO1)C(=O)CNS(=O)(=O)c1ccc(F)cc1)NCc1ccco1` (centres undefined) as listed: 101, -5, 93, 114, -4, 1, -9, 1.1, 1
# `COc1ccc(OC)c(NC(=O)CSc2sc3c(O)cc(=O)[nH]c3c2C#N)c1` as listed: 104, 27, 100, 93, 3, 14, 9, 0.6, 5
# `O=C(Oc1c(-c2ccccc2)c(=O)n2c3c(cccc13)CC2)c1ccc(F)cc1` as listed: 92, 2, 89, 125, -4, -3, -2, 0.0, 2

# Later entries
SMILES,AGP1 TOR yeast,MCL1-BIM inh,CIT2-GFP yeast,Yeast superoxide,GLD-1 TGE inh,Bcl-xL primary,VLA-4 inh,MEX-5 binding,GRK2 aptamer HTS
O=C(C/C=N/OCc1c(Cl)cccc1Cl)c1ccc(Cl)cc1,98,-7,112,91,3,3,1,4.0,0
COc1cc(NC(=O)COc2cc3oc(=O)cc(C)c3cc2Cl)cc(OC)c1OC,101,8,100,126,1,5,6,1.4,0
CCn1c(/C=C/c2ccccc2Cl)nc2ccccc2c1=O,96,-9,89,109,4,-7,16,1.9,0
CCc1ccc(C(C)NC(=O)/C=C/c2ccc(Br)cc2)cc1 (centres undefined),108,7,93,100,-1,2,-8,1.9,6
COc1ccc(C(=O)Nc2ccc(C)cn2)c(OC)c1,100,2,104,84,0,-3,-9,-1.4,1
CCn1c(CN(C)c2ccccc2)nc2ccccc21,98,13,102,95,4,9,11,0.2,0
O=C(Cc1cccc(NC(=O)C2CCN(C(=O)CCc3ccccc3)CC2)c1)Nc1cccc(C(=O)N2CCCC2)c1,95,2,101,104,7,5,-10,nt,0
c1ccc2c(c1)CCN2CCN1CCc2ccccc21,102,17,104,98,8,12,-4,-2.5,3
COc1cccc(CN2CCC(Oc3ccc(C(=O)N4CCCCC4)cc3)CC2)c1,105,1,103,95,-2,6,22,-2.5,0
c1ccc2c(c1)Nc1ccncc1S2,96,16,91,99,9,12,5,-4.1,3
CCOc1ccc(S(=O)(=O)Nc2ccc(OC)nc2)cc1,100,-2,99,101,6,-1,11,1.4,0
Cc1cc(NC(=O)c2ccc(Br)o2)ccc1NC(=O)c1ccco1,?,-5,?,102,5,-4,3,1.0,3
Cc1ccc(N2CCN(/N=C/c3ccccc3[N+](=O)[O-])CC2)cc1,97,8,94,100,7,4,1,-0.2,0
Cc1nc(SC2CCOC2=O)c2c(C)c(C)sc2n1 (centres undefined),87,9,84,103,-7,1,1,-0.1,0
O=C(O)c1cccc2c(-c3ccccc3)c(-c3ccccc3)[nH]c12,99,0,92,129,3,2,4,1.4,2
CC(=O)NCc1ccc(S(=O)(=O)NC(C(=O)O)C(C)C)cc1 (centres undefined),95,0,108,82,7,2,-1,2.0,6
CN(C)/C=C(\C#N)S(=O)(=O)C(C)(C)C,106,8,113,99,0,2,7,2.4,1
Cc1cc(Cl)c2oc(C(=O)N3CCC(O)(c4ccccc4)CC3)c(C)c2c1,100,10,100,86,6,7,5,1.6,0
COc1ccc(C2C(C(C)=O)=C(O)C(=O)N2Cc2ccccc2)c(OC)c1 (centres undefined),98,0,95,93,-4,4,4,1.5,3
Cc1ccc(N2CCN(S(=O)(=O)c3nnc(NC(=O)c4ccccc4)s3)CC2)cc1,86,-5,81,128,-1,-6,2,-2.1,0
Cc1cccc(C)c1OCC(=O)NCc1nnc(SCC(=O)NC2CCCCC2C)n1C (centres undefined),105,-14,101,97,8,-11,-3,0.2,0
O=C(Nc1cccc(Cl)c1)C1CCCN(S(=O)(=O)c2ccc(F)cc2)C1 (centres undefined),nt,12,98,107,2,3,5,2.3,0
COc1ccccc1C(=O)C1CCCN(C(=O)c2ccccc2Cl)C1 (centres undefined),77,1,90,100,-1,6,-5,-1.4,2
Cc1ccc(C(=O)c2coc3ccc(O)c(CN(C)C)c23)cc1,102,2,98,88,6,6,8,4.1,0
Cc1c(NC(=O)CCC2CCCCC2)c(=O)n(-c2ccccc2)n1C,99,-9,103,90,3,-3,15,2.7,0
CC(Nc1n[nH]c(=O)[nH]c1=O)C(=O)N/N=C/c1cccs1 (centres undefined),103,0,100,95,7,8,5,-0.6,4
CN1CCN(CCCNC(=O)CCCOc2cc(=O)n(C)c3ccccc23)CC1,95,2,96,109,6,7,8,-4.0,4
COc1ccc(NC(=O)NNC(=O)C(O)(c2ccccc2)c2ccccc2)cc1,80,5,84,102,2,8,9,1.8,3
COc1ccc2c(c1)c(C(=O)N/N=C/c1ccc(Cl)cc1)c(C)n2C,107,1,101,114,3,4,18,-3.1,2
CN(C)S(=O)(=O)Nc1ccc(C(=O)O)cc1,102,-6,107,97,9,2,16,-0.8,3
O=C1CCCN1CCCNc1ncnc2sccc12,97,1,99,113,5,4,-2,-1.5,2
CC1CCCC(C)N1C(=O)CSc1nnnn1Cc1ccccc1 (centres undefined),102,-2,99,109,2,1,-5,-0.1,0
C=CCSc1nnc2c(n1)OC(c1cccnc1)Nc1ccccc1-2 (centres undefined),95,1,89,108,2,1,6,0.6,0
COc1cc(/C=N/N=C(/N)c2nonc2N)cc(Br)c1OCc1ccccc1C,100,-1,104,97,3,0,-14,1.0,2
CC(NC(=O)C(C)(C)C)c1nc2ccccc2n1C (centres undefined),98,-3,99,94,-4,1,28,-1.9,0
Cc1[nH]nc2cn[nH]c12,93,5,104,88,9,1,7,0.4,2
CCc1nc(N2CCCC2)c(C#N)c2c1CCCC2,97,2,95,104,4,0,9,3.1,2
Cc1ccccc1NS(=O)(=O)c1ccc(OCC(=O)N2CCCC2)cc1,112,-3,114,105,3,-1,-2,1.3,3
Cc1onc(-c2ccccc2)c1C(=O)Nc1ccc(N2CCOCC2)cc1,99,-9,88,94,1,0,-145,-2.4,3
O=C(NCC(c1ccco1)N1CCOCC1)c1c(F)cccc1F (centres undefined),108,-2,101,92,3,0,20,-3.3,4
COc1ccccc1Nc1nnc(SCC(=O)Nc2nc(-c3ccc(F)cc3)cs2)s1,92,-12,86,106,-4,-8,-2,-4.2,0
COc1ccccc1N1CCN(C(=O)CCc2nnc3ccc(N4CCOCC4)nn23)CC1,96,1,99,84,3,2,3,-0.5,1
O=[N+]([O-])c1ccc2nc(-c3ccccn3)[nH]c2c1,90,0,79,99,-1,-4,2,-3.3,0
Nc1cccc(C(=O)OCC(=O)Nc2cccc3c2C(=O)c2ccccc2C3=O)c1,97,118*,98,114,47*,98*,3,-0.4,0
CN(Cc1c(O)ccc2c1oc(=O)c1ccccc12)C1CCCCC1,99,30,94,96,0,14,5,-15,6
O=C(NCCCn1ccnc1)c1ccc(Br)c(S(=O)(=O)N2CCOCC2)c1,104,-2,106,99,-3,-3,11,0.5,1
C/C(=C\C(=S)Nc1ccccc1)Nc1ccccc1,98,13,86,108,6,7,14,-1.3,3
COc1cccc(C(=O)Nc2cccc(OCC(=O)c3ccccc3)c2)c1,99,7,92,79,2,-4,9,0.6,3
